Screens from PubChem BioAssay.
ELG1 genotoxic = inducers of genotoxicity in HEK293T ELG1-luciferase cells; 1.3% of 330,000 active; HEK293T ELG1-luciferase reporter, luminescence, 16 h; Potency, µM (highest dose often 46 µM), for the others: at the top dose activity change, positive = activation, most hits filed as activators; AID 504466; also: % of control where 0% means no effect; nearly all actives have a fitted effect of over 60% in size
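Cells (2,000/well) expressing the ELG1-luciferase fusion are dosed by pin tool and kept 16 hr at 37 °C, 5% CO2. Signal comes from ONE-Glo luciferase reagent after 30 min at room temperature.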
NPC1 prom act = NPC1 promoter activation. 2.4% of 320,000 active. Huh7 NPC1 promoter luciferase reporter, 24 h. AID 485313. Potency, µM (titrated, usually from 9.22 µM), for the others: top-dose activation, usual class: activators;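 also: % of control where 0% means no effect; nearly all actives have a fitted effect of over 60% in size; reporter is driven by a mutant NPC1 promoter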
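Luminescence read-out of NPC1 promoter-driven luciferase in stably transfected Huh7 cells; compounds delivered in DMSO and left 24 h at 37C, 5% CO2, qHTS titration format.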
MLL CXXC-DNA inh = MLL CXXC-DNA interaction inhibition; Q03164; 0.037% of 290,000 active; Potency, µM (titrated, usually from 115 µM), without a hit: top-dose activity change, negative = inhibition, usual class: inhibitors; AID 2662; MLL-CXXC / FITC-HOXA9 DNA fluorescence polarization; active = well fitted inhibition curve with a large enough effect in the polarisation, with a control signal flat, not every such curve was filed as active; inconclusive = small, poorly fitted or top-dose-only effect, or effect the other way, or a change in a side signal; inactive = no such curve, though single readings can be large or run the other way; the % refers to the polarisation
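Fluorescence polarization: 7 uM MLL-CXXC (stock) preincubated 5 min with compounds, then 50 nM fluorescein-HOX-A9 DNA (stock) added; 30 min ambient. Buffer 50 mM Tris-HCl pH 7.5, 50 mM NaCl, 1 mM DTT, 0.05% BSA.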
FLuc modulator = inhibits or activates purified firefly luciferase, miR-21 counter-screen. 6.9% of 360,000 active. Potency, µM (doses to about 57.5 µM), for the others: top-dose activity change, negative = inhibition, hits mostly inhibitors. AID 588342. purified FLuc, Km substrates, luminescence inhibition;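 also: plate controls were vehicle for no effect and reference inhibitor for full effect; nearly all actives have a fitted effect of over 55% in size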
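Purified P. pyralis luciferase (10nM final) with 10uM D-luciferin and 10uM ATP (Km levels) in 50mM Tris acetate pH 7.5, 10mM Mg acetate, 0.01% Tween-20, 0.05% BSA; qHTS 6-point titration, ~60 µM downward; luminescence read.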
RORgamma inh = blocks mouse ROR gamma transcriptional activity; Drosophila S2 Gal4-RORgamma UAS-luciferase reporter, 20 h; Potency, µM (series often up to 53.6 µM), for the others: top-dose activity change, negative = inhibition, hits mostly inhibitors; 5.4% of 310,000 active; AID 2551; also: % is scaled to controls: 0 for no effect and ±100 for the full control effect; nearly all actives have a fitted effect of over 60% in size
Target sequence (P51450 whole entry, looked up, the tested form may be a part): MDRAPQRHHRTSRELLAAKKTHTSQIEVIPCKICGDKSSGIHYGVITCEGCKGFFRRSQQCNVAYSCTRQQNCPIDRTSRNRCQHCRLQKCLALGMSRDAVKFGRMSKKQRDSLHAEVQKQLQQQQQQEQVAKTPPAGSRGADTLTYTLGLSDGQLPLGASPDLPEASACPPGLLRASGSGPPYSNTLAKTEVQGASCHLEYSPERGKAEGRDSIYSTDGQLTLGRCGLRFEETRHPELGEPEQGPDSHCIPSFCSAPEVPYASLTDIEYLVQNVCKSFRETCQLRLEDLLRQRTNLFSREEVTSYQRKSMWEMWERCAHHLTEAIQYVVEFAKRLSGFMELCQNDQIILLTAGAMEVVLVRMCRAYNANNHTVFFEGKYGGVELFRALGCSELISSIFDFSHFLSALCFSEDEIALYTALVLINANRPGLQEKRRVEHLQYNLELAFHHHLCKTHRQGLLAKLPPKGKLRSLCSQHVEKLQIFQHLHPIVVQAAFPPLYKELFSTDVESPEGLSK
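Luminescence from a UAS-regulated Photinus luciferase reporter in stably transfected Drosophila Schneider cells is measured; decreased signal marks ROR gamma inhibition. Fusion expression is induced by 700 uM copper sulfate for 20 hr.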
p53 reactivation = mutant p53 re-activation in reporter cells | H1299 p53-A138V BP100-luciferase reporter, luminescence, 24 h | Potency, µM (series often up to 92.2 µM), for inactives: at the highest dose activity change, positive = activation, hits mostly activators | 0.063% of 320,000 active | AID 504706; also: % of control where 0% means no effect; nearly all actives have a fitted effect of over 45% in size
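p53-null H1299 cells stably carrying temperature-sensitive p53-A138V and a BP100-luciferase reporter were pinned with compounds (4-point, 1:5 series) and held 24 hrs at 37 deg C. Luminescence was read 10 min after detection reagent.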
uPA generation = inhibitors of cell surface uPA generation; 0.31% of 330,000 active; Potency, µM (highest dose often 38.3 µM), for inactives: at the top dose activity change, negative = inhibition, usual class: inhibitors; AID 540303; cell surface uPA generation assay, qHTS; active = well fitted inhibition curve with a large enough effect; inconclusive = small, poorly fitted or top-dose-only effect; inactive = no such curve, though single readings can be large or run the other way; tested in mouse RAW 264.7 cells; also: % is scaled to controls: 0 for no effect and ±100 for the full control effect; nearly all actives have a fitted effect of over 55% in size
Rab9 promoter act = Rab9 promoter activation. 2.8% of 320,000 active. AID 485297. Potency, µM (top dose mostly 9.22 µM), for the others: at the top dose activation, negative = inhibition, hits mostly activators. Huh7 Rab9 promoter-luciferase reporter, luminescence, 24 h; also: % of control where 0% means no effect; nearly all actives have a fitted effect of over 60% in size
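Steps: seed 1500 Huh7 Rab9-luc cells per well, rest 2 h at 37 °C; add compound in DMSO; incubate 24 h; add luciferase reagent, 10 min ambient; read luminescence.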
VP16 counter = inhibits Gal4-VP16 luciferase reporter, ROR gamma counter-screen. Drosophila S2 Gal4-VP16 UAS-luciferase, luminescence, 20 h. 3.5% of 310,000 active. Potency, µM (doses to about 53.6 µM), inactives show at the top dose activity, negative = inhibition, hits mostly inhibitors;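 also: Gal4-VP16 expression switched on by copper sulfate through the metallothionein promoter; % is scaled to controls: 0 for no effect and ±100 for the full control effect; nearly all actives have a fitted effect of over 50% in size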
MBNL1 CUG block = inhibitors of human MBNL1 binding to CUG repeat RNA. Q9NR56. TR-FRET MBNL1-His/biotin-(CUG)12 binding, 665/545 ratio. Potency, µM (series often up to 57.5 µM), without a hit: at the top dose activity change, negative = inhibition, usual class: inhibitors. 0.036% of 280,000 active; active = well fitted inhibition curve with a large enough effect in the signal ratio, with a control signal flat, not every such curve was filed as active; inconclusive = small, poorly fitted or top-dose-only effect, or effect the other way, or a change in a side signal; inactive = no such curve, though single readings can be large or run the other way; the % refers to the signal ratio; also: % is scaled to controls: 0 for no effect and ±100 for the full control effect
Target sequence (Q9NR56 whole entry, looked up): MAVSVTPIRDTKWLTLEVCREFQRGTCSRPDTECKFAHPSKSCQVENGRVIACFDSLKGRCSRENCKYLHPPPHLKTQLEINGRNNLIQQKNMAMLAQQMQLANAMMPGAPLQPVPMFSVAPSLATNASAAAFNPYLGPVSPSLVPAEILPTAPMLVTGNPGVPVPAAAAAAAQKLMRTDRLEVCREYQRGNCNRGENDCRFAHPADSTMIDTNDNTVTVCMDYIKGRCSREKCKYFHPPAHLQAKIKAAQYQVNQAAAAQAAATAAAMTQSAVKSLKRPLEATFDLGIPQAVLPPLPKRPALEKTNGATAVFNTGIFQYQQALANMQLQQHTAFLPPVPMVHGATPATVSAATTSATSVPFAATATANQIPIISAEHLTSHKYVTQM
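Compound titration spanned 92 nM–58 uM against the MBNL1-His/biotin-(CUG)12 complex. After 60 min at room temperature with 5 nM streptavidin-XL665 and 0.055 ng/ul terbium anti-His, ratiometric 665/545 nm emission (Ex 340 nm) normalized to controls.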
BRCA1 expr act = BRCA1 expression activation; MCF7-BRCA1-FFLuc reporter, luminescence, 48 h; response scale: scaled: vehicle 0%, 10 µM genistein 100%; Potency, µM (top dose mostly 46.1 µM), inactives show at the top dose activation, most hits filed as activators; 1.1% of 380,000 active; AID 624202; also: nearly all actives have a fitted effect of over 80% in size; some results filed as inactive show a strong effect at the top dose
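Compounds are tested at multiple concentrations on MCF7 BRCA1-luciferase reporter cells seeded at 2000 per well; after 48 h, a single luminescence end-point is taken and curves fitted to the normalized data.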
Active calls of the source: *; ? = inconclusive; nt = no result given; & = joins results of further samples; [ ] = dose if it differs, or a comment. Unless noted, calls follow the shape of the dose curve; as a rule, active = well fitted curve in the direction sought with a large enough effect; inconclusive = small, poorly fitted or top-dose-only effect, or another doubt; inactive = no such curve, though single readings can be large; an effect the other way counts as inactive or inconclusive. Potency is read from the fitted curve at half-maximal effect.

SMILES	ELG1 genotoxic	NPC1 prom act	MLL CXXC-DNA inh	FLuc modulator	RORgamma inh	p53 reactivation	uPA generation	Rab9 promoter act	VP16 counter	MBNL1 CUG block	BRCA1 expr act
COc1cc(/C=N/NC(=O)c2ccncc2)ccc1OCC(=O)Nc1cccc([N+](=O)[O-])c1	2%	-1%	2%	0%	?	10%	-2%	0%	-1%	?	74%
COc1ccc(CCn2c(O)cc3nn(-c4nc5ccccc5s4)c(=O)c-3c2C)cc1	14%	2.8µM*	?	9.5µM*	-17%	3%	5%	?	-6%	4%	13%
FC(F)(F)c1ccc(CN2C[C@@H]3C(c4ccc(Cl)nc4)C4(c5cccnc5)CC3(C4)[C@H]2c2ccccc2)cc1 (some centres not stated)	0%	-13%	4%	-3%	-3%&2%	7%	-3%	-5%	-18%&0%	-4%	-45%
Cc1n(C)c2cc(Cl)ccc2[n+]1Cc1ccccc1	-8%	0%	4%	-3%	-2%	4%	2%	-2%	-7%	nt	-25%
CCCN1CCN(C(=O)C2CCN(S(=O)(=O)c3ccc4c(c3)NC(=O)C(C)S4)CC2)CC1 (configuration not stated)	-2%	-6%	20%	1%	-14%	10%	2%	-4%	-1%	-4%	0%
COc1ccc(C2CC(C(F)(F)F)n3ncc(C(=O)NCc4cccnc4)c3N2)cc1OC (configuration not stated)	17%	-1%	0%	6%	18%	-29%	-7%	1%	-11%	-1%	-20%
CC(O)c1nc2ccccc2n1CC(=O)Nc1ccc2c(c1)OCCO2 (configuration not stated)	-11%	2%	1%	-16%	3%	5%	4%	1%	-27%	2%	34%
COc1ccc(CC(=O)Nc2cc(Cl)ccc2N2CCCC2)cc1	-5%	-5%	-1%	0%	?	4%	2%	4%	-2%	0%	-21%
COc1ccc(-c2cn(-c3ccccc3)nc2C(=O)O)cc1OC	-1%	0%	8%	12µM*	-4%	3%	17%	-1%	-1%	3%	-3%
COc1ccc(/C=C(/NC(=O)c2cccc([N+](=O)[O-])c2)C(=O)O)cc1	6%	-1%	8%	?	-10%	6%	-2%	1%	-7%	?	0%
N#Cc1sc2nc(-c3ccccc3)cc(-c3ccco3)c2c1N	4%	0%	4%	0%	-43%	-6%	-4%	3%	-8%	8%	-65%[inhibitor]
CCOc1ccc(C2C3=C(CCCC3=O)Nc3nc(C(F)(F)F)nn32)cc1OC (configuration not stated)	5%	-2%	-3%	3%	22%	4%	-1%	-2%	1%	-1%	-10%
O=C(NCc1cccc(CNC(=O)c2ccco2)c1)c1ccco1	1%	-4%	-5%	6%	-1%	-2%	nt	4%	11%	-1%	0%
CC(=O)c1ccc(Cc2cnc(N)s2)cc1	11%	6%	1%	0%	-30%	-3%	-2%	-3%	10%	-1%	21%
CC(C(=O)Nc1ccc(N2CCOCC2)cc1)N1C(=O)c2ccccc2C1=O (configuration not stated)	0%	-4%	6%	-1%	-1%	-1%	7%	-2%	-6%	13%	-1%
COc1ccc(S(=O)(=O)N2CCC(NC(=O)N3CCOCC3)CC2)cc1	1%	1%	15%	0%	3%	-4%	1%	-4%	8%	-7%	0%
CCc1cc(C(=O)N/N=C/c2ccc(O)cc2)c2ccccc2n1	0%	-5%	2%	-13%	5%	-1%	-5%	8%	6%	17%	-20%
CN(Cc1ccc(F)cc1Cl)S(=O)(=O)c1cccs1	9%	0%	13%	4%	14%	0%	0%	6%	-4%	-4%	9%
Cc1ccc(OCc2cc(C(=O)NC(C)Cc3cccnc3)no2)cc1C (configuration not stated)	15%	?	1%	13µM*	?	16%	-4%	?	-14%	0%	90%
O=C1CCCN1CCCNc1ccc(S(=O)(=O)N2CCCCC2)cn1	-7%	-2%	-12%	-1%	7%	4%	1%	4%	14%	-4%	-2%
COc1cc(/C=N/NC(=S)NCCN2CCOCC2)cc(OC)c1OC	?	-3%	6%	0%	?	-5%	-7%	-1%	?	nt	4%
O=C(NC1CCCC1)c1ncn[nH]1	-1%	-2%	2%	-1%	17%	6%	-3%	-6%	-13%	-13%	0%
Cc1ccc2oc(-c3cccc(N)c3)nc2c1	2.3µM*	1µM*	6%	0.76µM*	11µM*	?	-13%	0.63µM*	?	2%	-3%
O=C(C1CCCCN1S(=O)(=O)c1ccccc1[N+](=O)[O-])N1CCOCC1 (configuration not stated)	-1%	0%	1%	-1%	7%	0%	4%	-7%	3%	4%	-2%
CCc1c(C)nc(SCC(=O)c2ccc(C)c(C)c2)[nH]c1=O	-2%	-1%	3%	1%[2.3 µM]	30%	20%	-2%	5%	7%	-5%	-2%
(continued)
SMILES	ELG1 genotoxic	NPC1 prom act	MLL CXXC-DNA inh	FLuc modulator	RORgamma inh	p53 reactivation	uPA generation	Rab9 promoter act	VP16 counter	MBNL1 CUG block	BRCA1 expr act
Cc1ccc(CNc2nc(-c3cccnc3)nc3ccccc23)cc1	0%	1%	-11%	-7%	17%	1%	5%	0%	?	-15%	-53%
CCCOC(=O)c1ccc2c(c1)C(=O)N(c1ccccc1)C2=O	2%	1%	5%	-6%	13%	7%	2%	6%	2%	?	7%
Nc1nnc(SCC(=O)c2ccccc2)s1	11%	10%	2%	-15%	-3%	16%	2%	18%	-14%	2%	34%
C(=C\c1ccco1)/C=N/n1cnnc1	5%	3%	-2%	2%	13%	-1%	-6%	10%	-8%	?	25%
CCc1ccc(CNC(=O)CCc2nnc(Cc3cccc(C(F)(F)F)c3)o2)nc1	-2%	-1%	-16%	0%	26%	-2%	12%	-5%	-4%	-8%	-8%
O=C(c1ccc2c3c(cccc13)CC2)C1CCCN(Cc2cccnc2)C1 (configuration not stated)	-11%	-7%	-11%	-4%	2%	-4%	3%	-15%	10%	23%	0%
CC(Sc1nncn1C)C(=O)Nc1cc(C(F)(F)F)ccc1N1CCOCC1 (configuration not stated)	0%	-1%	12%	2%	11%	-3%	2%	-5%	8%	-2%	-19%
COc1ccccc1C(=O)Nc1cccc(NC(C)=O)c1	-1%	0%	-1%	?	9%	-1%	nt	-5%	-4%	3%	12%
C=CCn1c(SCC(=O)Nc2nnc(C)s2)nnc1C1CC1	1%	0%	9%	-1%	0%	21%	-2%	3%	-7%	-1%	-5%
O=S(=O)(c1cnc[nH]1)N1CCN(c2ccc(Cl)cc2)CC1	-2%	0%	-8%	1%	10%	-4%	5%	-2%	19%	6%	-7%
COc1ccc(C(N)=S)cc1	3%	-1%	1%	1%	13µM*	0%	0%	2%	?	-4%	-1%
O=C(Nn1c(O)c(C=C2N=c3ccccc3=N2)sc1=S)c1ccccc1	6%	0%	-2%	6µM*	2%	-2%	nt	-4%	14%	?	8%

Profiles, quoted from the list. Values in the order: ELG1 genotoxic, NPC1 prom act, MLL CXXC-DNA inh, FLuc modulator, RORgamma inh, p53 reactivation, uPA generation, Rab9 promoter act, VP16 counter, MBNL1 CUG block, BRCA1 expr act
CC(=O)c1ccc(Cc2cnc(N)s2)cc1 as listed: 11%, 6%, 1%, 0%, -30%, -3%, -2%, -3%, 10%, -1%, 21%
CN(Cc1ccc(F)cc1Cl)S(=O)(=O)c1cccs1 as listed: 9%, 0%, 13%, 4%, 14%, 0%, 0%, 6%, -4%, -4%, 9%

Of the compounds above, six have fluorine.
SMILES	ELG1 genotoxic	NPC1 prom act	MLL CXXC-DNA inh	FLuc modulator	RORgamma inh	p53 reactivation	uPA generation	Rab9 promoter act	VP16 counter	MBNL1 CUG block	BRCA1 expr act
FC(F)(F)c1ccc(CN2C[C@@H]3C(c4ccc(Cl)nc4)C4(c5cccnc5)CC3(C4)[C@H]2c2ccccc2)cc1 (some centres not stated)	0%	-13%	4%	-3%	-3%&2%	7%	-3%	-5%	-18%&0%	-4%	-45%
COc1ccc(C2CC(C(F)(F)F)n3ncc(C(=O)NCc4cccnc4)c3N2)cc1OC (configuration not stated)	17%	-1%	0%	6%	18%	-29%	-7%	1%	-11%	-1%	-20%
CCOc1ccc(C2C3=C(CCCC3=O)Nc3nc(C(F)(F)F)nn32)cc1OC (configuration not stated)	5%	-2%	-3%	3%	22%	4%	-1%	-2%	1%	-1%	-10%
CN(Cc1ccc(F)cc1Cl)S(=O)(=O)c1cccs1	9%	0%	13%	4%	14%	0%	0%	6%	-4%	-4%	9%
CCc1ccc(CNC(=O)CCc2nnc(Cc3cccc(C(F)(F)F)c3)o2)nc1	-2%	-1%	-16%	0%	26%	-2%	12%	-5%	-4%	-8%	-8%
CC(Sc1nncn1C)C(=O)Nc1cc(C(F)(F)F)ccc1N1CCOCC1 (configuration not stated)	0%	-1%	12%	2%	11%	-3%	2%	-5%	8%	-2%	-19%

Only part of the results is shown; rates above refer to the full screens.
